# GSTO1 counter – counter-screen for RBBP9 inhibitors: inhibitors of human GSTO1 | P78417 | recombinant GSTO1, activity-based probe fluorescence polarization | inhibition, % at 5.96 µM | 1.1% of 300,000 active | AID 1974;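 active = inhibition above the campaign mean inhibition plus 3 SD, cut at about 35% in these data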;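 also: 0% = GSTO1-1 with DMSO and 100% = wells lacking GSTO1-1 enzyme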
# Target sequence (P78417 whole entry, looked up): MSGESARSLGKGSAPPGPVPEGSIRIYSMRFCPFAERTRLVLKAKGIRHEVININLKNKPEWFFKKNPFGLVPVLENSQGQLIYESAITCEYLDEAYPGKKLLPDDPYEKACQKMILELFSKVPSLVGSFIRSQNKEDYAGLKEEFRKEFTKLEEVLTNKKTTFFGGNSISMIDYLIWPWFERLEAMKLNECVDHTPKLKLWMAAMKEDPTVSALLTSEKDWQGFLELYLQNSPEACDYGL
# LYPLA2 counter – LYPLA2 (human) inhibition in PME1 counter-screen; 0.38% of 320,000 active; inhibition, % at 5.9 µM; O95372; recombinant LYPLA2, FP-Rh probe fluorescence polarization;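 active = inhibition above the screen-wide mean plus 3 SD, limit set per campaign, cut at about 26% in these data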;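 also: 0% = LYPLA2 with DMSO and 100% = wells lacking LYPLA2 enzyme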
# PAFAH1B3 inh – blocks human PAF acetylhydrolase 1B catalytic subunit 3 | recombinant PAFAH1B3, FP-rhodamine probe, fluorescence polarization | inhibition, % at 3.39 µM | 0.28% of 340,000 active | AID 492972;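 active = inhibition above the screen-wide average of all tested compounds plus 3 SD, cut at about 25% in these data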;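 also: 0% = enzyme with DMSO only and 100% = wells lacking PAFAH1B3 protein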
# PAD4 inh – PAD4 (human) enzyme inhibition; inhibition, % at 6.36 µM; AID 485272; 0.41% of 330,000 active; recombinant PAD4, RCA probe fluorescence polarization;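 active = percent inhibition above a cutoff equal to the mean of all tested compounds plus 3 SD, cut at about 15% in these data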;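 also: 0% = PAD4 with RCA probe and DMSO and 100% = probe without PAD4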
# Target sequence (Q9UM07 whole entry, looked up): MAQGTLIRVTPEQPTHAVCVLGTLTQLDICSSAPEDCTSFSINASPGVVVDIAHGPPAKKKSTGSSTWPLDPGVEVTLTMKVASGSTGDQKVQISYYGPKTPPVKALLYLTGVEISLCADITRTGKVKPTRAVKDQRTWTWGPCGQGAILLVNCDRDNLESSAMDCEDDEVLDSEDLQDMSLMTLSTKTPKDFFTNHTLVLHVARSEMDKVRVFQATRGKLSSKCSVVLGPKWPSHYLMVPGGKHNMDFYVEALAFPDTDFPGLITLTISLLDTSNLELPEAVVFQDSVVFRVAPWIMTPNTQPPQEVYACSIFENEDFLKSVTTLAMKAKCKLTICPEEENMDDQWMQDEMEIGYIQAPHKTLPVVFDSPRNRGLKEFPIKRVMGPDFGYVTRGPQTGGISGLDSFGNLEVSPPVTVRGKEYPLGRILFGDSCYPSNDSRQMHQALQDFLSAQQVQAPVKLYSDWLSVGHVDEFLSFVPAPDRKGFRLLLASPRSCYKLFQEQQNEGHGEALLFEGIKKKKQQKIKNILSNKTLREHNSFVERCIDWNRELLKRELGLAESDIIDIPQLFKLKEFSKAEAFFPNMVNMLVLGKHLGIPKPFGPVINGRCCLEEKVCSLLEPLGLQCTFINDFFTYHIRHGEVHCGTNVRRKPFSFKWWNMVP
# PAFAH2 FP inh – inhibitors of human PAFAH2; Q99487; recombinant PAFAH2, FP-rhodamine activity probe, fluorescence polarization; inhibition, % at 3.39 µM; 0.99% of 340,000 active;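 active = inhibition above the mean over all tested compounds plus 3 SD, cut at about 30% in these data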;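 also: inhibitors block probe labeling of enzyme so polarization drops; 0% = enzyme with DMSO and 100% = wells lacking PAFAH2 protein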
# PAFAH1B2 FP inh – blocks human PAF acetylhydrolase 1b catalytic subunit 2; P68402; recombinant PAFAH1B2, FP-rhodamine activity probe, fluorescence polarization; inhibition, % at 3.39 µM; 1.2% of 340,000 active;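 active = inhibition above the mean of all tested compounds plus 3 SD, cut at about 24% in these data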;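 also: 0% = enzyme with DMSO and 100% = wells lacking PAFAH1B2; many of its hits are not listed in these tables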
# LYPLA1 counter – LYPLA1 (human) inhibition in PME1 counter-screen; recombinant LYPLA1, FP-Rh probe fluorescence polarization; inhibition, % at 5.9 µM; 0.16% of 320,000 active;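 active = inhibition above the mean of all tested compounds plus 3 SD, set per campaign, cut at about 14% in these data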;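 also: inhibitors block serine hydrolase probe labeling of LYPLA1 so polarization falls; 0% = enzyme with DMSO and 100% = wells lacking LYPLA1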
# PREPL inhibitor – inhibitors of human prolyl oligopeptidase-like enzyme PREPL; inhibition, % at 5.96 µM; AID 2751; 0.68% of 320,000 active; Q4J6C6; recombinant PREPL, fluorescence polarization activity-based probe; in the data active = inhibition above about 43%;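 also: 0% = enzyme with DMSO and 100% = wells lacking enzyme; many of its hits are not listed in these tables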
# pPAFAH FP inh – pPAFAH (human) enzyme inhibition. Q13093. 1.5% of 330,000 active. inhibition, % at 3.39 µM. recombinant pPAFAH, FP-rhodamine probe fluorescence polarization;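 active = inhibition above the mean inhibition across the screen plus 3 SD, cut at about 25% in these data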;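 also: inhibitors block binding of the rhodamine activity-based probe so polarization drops; 0% = enzyme with DMSO and 100% = wells lacking pPAFAH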
# An asterisk follows results filed as active; x = not tested or not shown. These rows are one share of the data (hit frequency here may not be typical).
SMILES,GSTO1 counter,LYPLA2 counter,PAFAH1B3 inh,PAD4 inh,PAFAH2 FP inh,PAFAH1B2 FP inh,LYPLA1 counter,PREPL inhibitor,pPAFAH FP inh
Nc1ccccc1SC1CC(=O)N(c2ccccc2Cl)C1=O (centres undefined),-4,4,1,-6,-1,4,6,11,-1
Nc1nccc(-c2cc(-c3ccc(Cl)cc3Cl)no2)n1,11,-4,-8,3,-4,0,-2,14,-6
CCOC(=O)C1=C(C)NC2=C(C(=O)CCC2)C1c1cccnc1 (centres undefined),2,6,5,-3,1,2,2,4,-2
CC1CCN(Cc2nnnn2-c2ccc(Cl)cc2)CC1,3,1,-4,1,10,17,-3,8,-3
COC(=O)c1cc(NC(=O)c2cc(C)oc2C)cc(C(=O)OC)c1,0,-4,-3,-3,-5,-3,-3,-5,2
CCC/C(=N\NC(=O)Cc1csc(N2CCOCC2)n1)c1ccccc1,1,3,1,-1,-5,0,1,11,6
COc1ccc(C(c2nnnn2Cc2ccccc2)N2CCN(C(=O)c3ccco3)CC2)cc1OC (centres undefined),-7,3,-2,-5,0,0,1,-4,0
Cc1ccc(NC(=O)COC(=O)c2c(-c3ccccc3)noc2C)c(C)c1,x,-4,1,-1,-5,5,-1,6,7
COCC1CCN(Cc2cn[nH]c2-c2ccc(OC)c(F)c2)C1 (centres undefined),-2,-5,3,3,-1,6,0,6,-11
O=C(NS(=O)(=O)c1ccccc1)c1ccccc1O,-3,-2,0,-2,0,-4,-1,-3,-1
CC1(c2ccccc2)NC(=O)N(CC(=O)N2CCOCC2)C1=O (centres undefined),4,3,3,3,0,5,3,0,4
Cc1cccc(-n2nc3c(c2NC(=O)c2ccc4c(c2)OCO4)CS(=O)(=O)C3)c1C,-1,2,3,0,3,4,2,-2,-2
CC(C)n1c(O)c(N=NC(=O)Cc2csc(N3CCOCC3)n2)c2ccccc21,-2,4,8,-5,1,6,12,20,11
O=C(O)[C@H]1CCCC[C@H]1C(=O)NCCNC(=O)[C@@H]1CCCC[C@@H]1C(=O)O,-8,-5,5,-3,0,0,1,-3,-6
COc1cnc(-c2cccc(C(F)(F)F)c2)nc1OC,12,2,-4,1,0,2,1,-11,5
CCOC(=O)N1CCC(N2C(=O)c3ccccc3C2Nc2ccccc2)CC1 (centres undefined),5,8,10,2,4,-2,0,17,4
CC(C)CC(=O)NC(=S)NNC(=O)c1ccc(NC(=O)C2CCCCC2)cc1,-8,-2,6,1,7,-3,1,-7,1
O=C(N/N=C/c1c(Cl)cccc1Cl)C(=O)NC1CC1,2,-1,6,-3,8,5,-2,17,-4
N#CC1=C(N)OC2=C(CN(Cc3ccccc3)C/C2=C\c2cccnc2)C1c1cccnc1 (centres undefined),-6,5,20,2,10,13,6,15,2
CC(NC(=O)c1ccc(CS(=O)(=O)Cc2ccccc2F)o1)c1ccc2c(c1)OCCO2 (centres undefined),3,6,6,3,5,6,3,5,12
O=C(CCc1ccccc1)NN1C(=O)C2C3C=CC(C3)C2C1=O (centres undefined),3,8,1,-1,-2,13,6,-5,-2
Cc1cc(C)n(C(=O)c2ccc(S(=O)(=O)N3CCCC3)cc2)n1,8,-3,4,-3,-1,2,1,1,4
COc1ccc(C(=O)NC(=S)NNC(=O)c2ccc(NC(=O)C(C)C)cc2)cc1,2,-5,14,-6,8,3,1,15,2
CCn1c(N)c(C(=O)NCCOC)sc1=S,1,4,3,-6,-4,4,1,15,-2
COc1cc(CNn2c(C)n[nH]c2=S)cc(Cl)c1OCC(=O)NC(C)(C)C,4,-4,6,1,0,3,4,-2,2
O=C(Nc1cccc(NC(=O)c2cccnc2Cl)c1)c1ccco1,2,8,3,2,-2,-1,0,11,2
CCOC(=O)N=Nc1c(O)n(CC(=O)OC)c2ccccc12,-5,9,3,-2,-1,-1,4,2,5
CCOC(=O)c1c(C)n(C)c2ccc(O)c(S(=O)(=O)c3ccccc3)c12,11,-2,-6,-2,3,1,-2,21,4
Cc1cccnc1NC(=O)CNC(=O)C1CCCCC1,x,3,12,2,-8,3,-1,-1,4
Cc1nn(C(=O)CN2C(=O)c3ccccc3C2=O)c(C)c1Br,-13,5,-1,-2,-4,6,3,10,-1
COc1ccc(NC(=O)N2CCN(CCC#N)CC2)cc1,3,-6,2,0,2,-6,1,0,-8
Cc1cc(OCCn2ccnc2)cc(C(C)C)c1,-9,8,0,-1,4,5,9,-6,4
COc1cccc2c1cc1c(=O)n(CC(=O)NC3CCCCC3)nc(C)n12,0,10,0,2,11,4,-2,-3,3
CC(=O)c1cccc(NC(=O)C2CCN(C(=O)c3ccccc3Cl)CC2)c1,4,-4,-1,0,-3,2,-4,1,4
CCOc1ccc(NC2=CC(=O)CCC2)cc1,-3,-8,10,-2,-6,4,-5,6,2
O=C(Cn1c(C(F)(F)F)nc2ccccc21)Oc1cccc(C(F)(F)F)c1,-6,-3,8,1,-5,0,-2,26,-6
CCOC(=O)C1CCN(C(=O)C23CC4CC(CC(C4)C2)C3)CC1,7,-6,-2,-3,-1,3,-3,2,5
COc1ccccc1N(CC(=O)N1CCCC1)S(=O)(=O)c1cc([N+](=O)[O-])ccc1Cl,x,x,0,-1,14,1,x,15,4
CC(C)(C)n1cnc2cc(NC(=O)c3ccccc3)ccc21,-2,11,6,-4,-4,3,4,1,-2
CC(C)(C)Cc1nnc(NC(=O)c2ccc3c(c2)OCO3)s1,1,-4,-1,-5,11,4,-1,-6,0
Cc1ccc(/C=N/NC(=O)c2ccco2)cc1,5,-4,x,1,x,x,2,-4,-1
COc1cccc2cc(C(=O)NC3CC(C)(C)NC(C)(C)C3)c(=O)oc12,4,0,x,79*,x,x,1,-1,7
Cc1cc(N2C(=O)c3ccccc3C2=O)n(C)n1,-3,-1,14,-3,1,3,0,0,2
COc1cc(C(c2c(C)n(C)n(-c3ccccc3)c2=O)c2c(C)n(C)n(-c3ccccc3)c2=O)cc(Br)c1O,0,6,-3,-6,5,-1,2,-6,-1
Cn1c(SCC(=O)NCc2ccccc2)ncc(C(=O)Nc2ccccc2)c1=O,0,-5,10,-4,4,-2,-2,7,-9
Cc1cccc(Cn2ncc(Cl)c(Cl)c2=O)c1,30,-1,-9,0,-7,3,-3,5,-4
Cc1cc(C(F)F)nn1CC(=O)NC1CCCCCC1,-2,-1,1,-3,5,-5,1,-3,4
CCOc1cc(C(=O)N2CCN=C2SC)cc(OCC)c1OCC,-2,6,-8,-1,-3,-2,2,-3,1
Cc1ccc(NC(=O)C2CCN(S(=O)(=O)c3cccs3)CC2)cc1,7,-1,4,3,4,5,0,-7,6
COc1ccc(CC(=O)OCC(=O)NC2CCCC(C)C2C)cc1OC (centres undefined),x,x,11,0,23,5,x,7,4

# For reference, two of the compounds above.
SMILES,GSTO1 counter,LYPLA2 counter,PAFAH1B3 inh,PAD4 inh,PAFAH2 FP inh,PAFAH1B2 FP inh,LYPLA1 counter,PREPL inhibitor,pPAFAH FP inh
Cc1ccc(NC(=O)C2CCN(S(=O)(=O)c3cccs3)CC2)cc1,7,-1,4,3,4,5,0,-7,6
COc1ccc(CC(=O)OCC(=O)NC2CCCC(C)C2C)cc1OC (centres undefined),x,x,11,0,23,5,x,7,4

# Additional results follow.
SMILES,GSTO1 counter,LYPLA2 counter,PAFAH1B3 inh,PAD4 inh,PAFAH2 FP inh,PAFAH1B2 FP inh,LYPLA1 counter,PREPL inhibitor,pPAFAH FP inh
COc1ccc(CCNS(=O)(=O)c2ccc(Cl)cc2)cc1OC,-3,4,3,-4,6,6,-1,-11,5
Cc1cc(C(=O)Nc2cccc([N+](=O)[O-])c2C)cs1,6,-7,4,-4,3,4,-2,0,-3
CNC(=O)Cn1nc(C)c2ccccc2c1=O,1,-2,8,-5,6,9,5,6,-2
Cc1cccc(NC(=O)c2cccc(C(=O)Nc3cccc(C)c3)c2)c1,1,-1,5,-1,-2,-2,-5,6,-5
CCN(CC)C(=O)CCCc1c[nH]c2ccccc12,-1,-3,-4,-2,-1,3,0,0,6
Cn1c(=O)c2c(ncn2CC(=O)OCC(=O)NNC(=O)c2ccc(Cl)cc2)n(C)c1=O,x,1,0,2,2,4,0,3,-2
C=C(Cl)COc1ccc2c(CCC)cc(=O)oc2c1,5,5,-3,4,3,1,2,-63,4
CCCNC(=O)c1ccc2snnc2c1,-4,-1,0,-3,-2,2,-2,-4,7
Cn1c(=O)c2ccccc2n(CC(=O)Nc2ccc3c(c2)OCCO3)c1=O,1,6,12,-6,11,-1,1,-6,0
Cc1cccc(C(=O)NC2CCN(S(=O)(=O)c3ccc(F)cc3)CC2)c1,-4,-2,11,9,-3,4,-7,8,-4

# Next part; the last two above are carried over.
SMILES,GSTO1 counter,LYPLA2 counter,PAFAH1B3 inh,PAD4 inh,PAFAH2 FP inh,PAFAH1B2 FP inh,LYPLA1 counter,PREPL inhibitor,pPAFAH FP inh
Cn1c(=O)c2ccccc2n(CC(=O)Nc2ccc3c(c2)OCCO3)c1=O,1,6,12,-6,11,-1,1,-6,0
Cc1cccc(C(=O)NC2CCN(S(=O)(=O)c3ccc(F)cc3)CC2)c1,-4,-2,11,9,-3,4,-7,8,-4
Cc1ccc(C)c(N2C(=O)CN=C2Nc2ccccc2Cl)c1,-3,-2,5,1,-3,2,1,2,-1
COc1ccc(N2C(=O)c3ccc(NC(C)=O)cc3C2=O)cc1,5,2,3,0,-9,3,2,-2,3
CC(C)(C)NC(=O)Cn1c(Cl)nc2ccccc21,-4,0,-1,0,-4,-1,2,-12,-4
Cc1ccc(NC(=O)C2C3CCCCC32)cc1[N+](=O)[O-] (centres undefined),4,14,8,-2,7,2,-3,10,-2
Cc1ccc(C)c(NC(=O)C(=O)NCCCN2CCOCC2)c1,2,0,5,3,6,6,-1,18,0
CC12C(=O)N(Cc3ccco3)C(=O)C1C1c3ccccc3C2c2ccccc21 (centres undefined),2,4,7,4,-2,6,-2,-9,5
COc1cc(NC(=O)c2cccs2)c(OC)cc1NC(=O)Cc1ccccc1,1,3,12,3,4,11,-3,18,11
COc1cc(OC)cc(-c2nc(-c3cccs3)no2)c1,1,4,7,-5,-5,2,-5,-4,8
O=S(=O)(CC(O)CS(=O)(=O)c1ccc(Cl)cc1)c1ccccc1 (centres undefined),10,3,11,-1,-1,7,1,-2,1
CC(=O)Nc1ccc(S(=O)(=O)NCCC(=O)OCc2nnc(-c3ccccc3)o2)cc1,-2,5,2,1,-1,-2,-1,-43,5
O=C(Cc1cccs1)Nc1nc2ccccc2s1,0,10,4,-2,9,0,3,9,2
CCOc1ccc2nc(SCC(=O)Nc3ccc4[nH]c(=O)[nH]c4c3)[nH]c2c1,-15,-8,5,-1,2,1,-5,19,9
Cc1sc2ncn(-c3ccccc3)c(=O)c2c1C,7,1,0,-9,-1,-1,2,-11,-3
Cc1ccc(C)c(NC(=S)/C(=C(\[O-])c2ccc(OC(F)F)cc2)[n+]2ccccc2)c1,8,6,4,-5,2,7,-2,3,6
COc1ccc(NC(=O)C2CCCCN2S(=O)(=O)c2ccc(F)cc2)c(OC)c1 (centres undefined),2,6,1,-5,1,1,1,14,6
CCOC(=O)NC(Nc1cc(C)ccn1)(C(F)(F)F)C(F)(F)F,4,0,5,0,-4,-3,0,-1,0
COc1ccc(OC)c(Nc2nc(-c3cccc([N+](=O)[O-])c3)nc3ccccc23)c1,4,1,7,1,-3,3,1,7,-2
Cc1ccccc1NC(=O)CSc1nc(N)c(C#N)c(-c2cccs2)c1C#N,-15,-14,1,-2,-7,-6,-8,-3,0
COc1cc(C(=O)Nc2cc(C(F)(F)F)ccc2N2CCOCC2)ccc1O,-3,5,0,2,-2,8,3,14,5
CCCCN(CC)C(=O)C1CCCN(S(=O)(=O)c2cccc3nsnc23)C1 (centres undefined),-5,-1,4,-1,-2,1,1,10,2

# Screens: PubChem, The Scripps Research Institute Molecular Screening Center
